Screens deposited in PubChem BioAssay by National Center for Advancing Translational Sciences (NCATS).
PKM2 activator = PKM2 (human) enzyme activation | purified PKM2, Kinase-Glo ATP luminescence, activation; response scale: 0% is enzyme alone, no compound | Potency, µM (top dose mostly 57.5 µM), for the others: at the highest dose activation, hits mostly activators | 260,000 compounds, 0.34% hits | AID 1631; note: potency is the fitted concentration of half-maximal effect; % is set by controls: 0 for no effect and ±100 for the full control effect; nearly all actives have a fitted effect of over 55% in size
Target sequence (P14618 whole entry, looked up): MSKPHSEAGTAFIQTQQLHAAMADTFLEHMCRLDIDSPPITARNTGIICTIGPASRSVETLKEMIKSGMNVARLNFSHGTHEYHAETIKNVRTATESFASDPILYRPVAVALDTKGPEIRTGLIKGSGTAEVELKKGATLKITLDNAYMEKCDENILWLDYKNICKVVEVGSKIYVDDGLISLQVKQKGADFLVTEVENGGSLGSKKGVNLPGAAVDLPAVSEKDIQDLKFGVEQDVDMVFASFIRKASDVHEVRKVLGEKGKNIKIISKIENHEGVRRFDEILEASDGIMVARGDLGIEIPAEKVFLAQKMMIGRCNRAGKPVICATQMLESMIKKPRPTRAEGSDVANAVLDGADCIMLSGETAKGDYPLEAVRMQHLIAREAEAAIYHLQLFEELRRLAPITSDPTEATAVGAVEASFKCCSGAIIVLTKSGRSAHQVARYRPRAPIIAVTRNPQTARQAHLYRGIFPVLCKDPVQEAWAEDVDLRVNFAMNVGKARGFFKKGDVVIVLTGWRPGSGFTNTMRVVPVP
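ATP formation by purified human PK-M2, quantified via coupled luciferase luminescence after 1 h at room temperature with 0.1 mM ADP and 0.5 mM PEP final.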
USP2a block = USP2a (human) protease inhibition. 330,000 compounds, 0.01% hits. Potency, µM (highest dose often 38.3 µM), for inactives: at the highest dose activity change, negative = inhibition, most hits filed as inhibitors. O75604. USP2 core, Ub-CHOP2 coupled fluorogenic reporter, 485/531;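 note: potency is the fitted concentration of half-maximal effect; plate controls were DMSO wells for no effect and full inhibition by NEM control for full effect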
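Deubiquitinase activity read as fluorescence (485/531 nm) after Ub-CHOP2 cleavage activates the enterokinase reporter on its substrate; USP2 core 10nM, Ub-CHOP2 and substrate 25nM each, 30min compound preincubation then 60min RT; data normalized to NEM, curves fitted.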
hERG WT inh = inhibitors of human wildtype KCNH2 potassium channel; Q12809; activity change, % at 1.84 µM; U2OS, BacMam KCNH2, thallium flux FluxOr; stronger effect = lower value; 340,000 compounds, 0.37% hits;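 active = maximum activity change below -70%; inconclusive = maximum activity change between -70% and -50%; inactive = maximum activity change above -50%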; note: % is set by controls: 0 for no effect and ±100 for the full control effect
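U2OS cells transduced with wild-type KCNH2 virus are loaded with FluxOr dye for 45 min, and thallium flux is measured in kinetic reads before and after stimulation buffer. Rate constants are normalized to DMSO controls.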
MBNL1-CUG inh = blocks human MBNL1 binding to CUG repeat RNA. Potency, µM (titrated, usually from 57.5 µM), for inactives: at the top dose activity change, negative = inhibition, hits mostly inhibitors. Q9NR56. TR-FRET MBNL1-His/biotin-(CUG)12 binding, 665/545 ratio. 280,000 compounds, 0.036% hits; active = well fitted inhibition curve with a large enough effect in the signal ratio, with a control signal flat, not every such curve was filed as active; inconclusive = small, poorly fitted or top-dose-only effect, or effect the other way, or a change in a side signal; inactive = no such curve, though single readings can be large or run the other way; the % refers to the signal ratio; note: potency is the fitted concentration of half-maximal effect; % is set by controls: 0 for no effect and ±100 for the full control effect
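His-tagged MBNL1 binding to biotinylated (CUG)12 RNA was measured by TR-FRET using terbium anti-His antibody (0.055 ng/ul final) and streptavidin-XL665 (5 nM final). Compounds were titrated 92 nM to 58 uM; 60 min at room temperature.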
Menin MLL FP TR = displaces Texas Red mutant MLL peptide from human menin; Potency, µM (top dose mostly 61.6 µM), for inactives: at the top dose FP activity change, negative = inhibition, most hits filed as inhibitors; Menin + Texas Red MLL mutant peptide, fluorescence polarization; AID 1768; O00255; 270,000 compounds, 0.23% hits; active = well fitted inhibition curve with a large enough effect in the polarisation, with a control signal flat, not every such curve was filed as active; inconclusive = small, poorly fitted or top-dose-only effect, or effect the other way, or a change in a side signal; inactive = no such curve, though single readings can be large or run the other way; the % refers to the polarisation; note: potency is the fitted concentration of half-maximal effect; % of control where 0% means no effect; many of its hits are not listed in these tables
TSHR antag = antagonists of human thyroid stimulating hormone receptor; P16473; TSHR-expressing cells, TSH-stimulated cAMP HTRF, 2 h; stronger effect = lower value; activity change, negative = inhibition, % at 11.5 µM; 330,000 compounds, 0.2% hits; AID 504810;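 active = activity change below a set negative limit, meaning inhibition stronger than a set level, cut at about -70% in these data; inconclusive = activity change between two set negative limits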; note: % is set by controls: 0 for no effect and ±100 for the full control effect
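TSHR-expressing cells, 200/well, pre-treated with compound, then stimulated with EC80 TSH (4nM final) for 2 hours at 37 deg C. cAMP measured by competitive HTRF: anti-cAMP cryptate antibody in lysis buffer plus cAMP-d2, read after 30 minutes at room temperature.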
Eya2 phos inh = inhibitors of human Eya2 phosphatase activity | recombinant Eya2, OMFP fluorescence dephosphorylation (OMFP is methylfluorescein phosphate) | 330,000 compounds, 0.006% hits | Potency, µM (titrated, usually from 76.9 µM), for the others: top-dose activity, negative = inhibition, most hits filed as inhibitors | O00167; note: potency is the fitted concentration of half-maximal effect; % is set by controls: 0 for no effect and ±100 for the full control effect
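Eya2 (0.2 uM) preincubated 10 min at ambient with compound, then OMFP substrate added at 50 uM; 10 min reaction in 50 mM HEPES pH 7.5, 50 mM NaCl, 5 uM MgCl2, 0.05% BSA, 1 mM DTT. Fluorescence read at Ex 485/Em 525 nm.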
ASM inhibitor = inhibitors of human secretory acid sphingomyelinase. 340,000 compounds, 0.006% hits. P17405. placental ASM, HMU-PC fluorogenic substrate, 60 min. Potency, µM (series often up to 57.5 µM), for inactives: at the top dose activity change, negative = inhibition, usual class: inhibitors. AID 504937; note: potency is the fitted concentration of half-maximal effect
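Human placenta-derived ASM enzyme was preincubated with compound for 10 minutes at room temperature, then given fluorogenic substrate HMU-PC0 (9 uM final) for 60 minutes at 37 °C; a pH 10 stop preceded fluorescence reading at Ex 386/Em 447 nm.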
Chronic BCR inh = chronic active BCR signaling inhibition. 340,000 compounds, 0.05% hits. ABC-DLBCL IkBa-CBG/CBR reporter, luminescence ratio, 4 h. Potency, µM (doses to about 46.1 µM), inactives show at the highest dose ratio change, negative = lower green/red ratio, actives largely listed as inhibitors; active = well fitted inhibition curve with a large enough effect in the signal ratio, with a control signal flat, not every such curve was filed as active; inconclusive = small, poorly fitted or top-dose-only effect, or effect the other way, or a change in a side signal; the % refers to the signal ratio;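 note: potency is the fitted concentration of half-maximal effect; plate controls were basal doxycycline-induced cells for no effect and cells given 10 µM MG132 for full effect; MG132 reads +100%, hits lower the ratio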
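TMD8 human ABC-DLBCL cells with doxycycline-inducible IκBα–green luciferase fusion and unfused red luciferase, in 0.5% FBS medium; compounds up to 46 uM, 4 h at 37C. Green/red luminescence ratio, filter-overlap corrected, fitted to concentration-response curves.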
GALK inh = galactokinase (human) inhibition. P51570. Purified GALK, Kinase-Glo residual ATP luminescence. Potency, µM (series often up to 57.5 µM), inactives show at the highest dose activity change, negative = inhibition, usual class: inhibitors. 270,000 compounds, 0.007% hits. AID 1868; note: potency is the fitted concentration of half-maximal effect; % is set by controls: 0 for no effect and ±100 for the full control effect
Target sequence (P51570 whole entry, looked up): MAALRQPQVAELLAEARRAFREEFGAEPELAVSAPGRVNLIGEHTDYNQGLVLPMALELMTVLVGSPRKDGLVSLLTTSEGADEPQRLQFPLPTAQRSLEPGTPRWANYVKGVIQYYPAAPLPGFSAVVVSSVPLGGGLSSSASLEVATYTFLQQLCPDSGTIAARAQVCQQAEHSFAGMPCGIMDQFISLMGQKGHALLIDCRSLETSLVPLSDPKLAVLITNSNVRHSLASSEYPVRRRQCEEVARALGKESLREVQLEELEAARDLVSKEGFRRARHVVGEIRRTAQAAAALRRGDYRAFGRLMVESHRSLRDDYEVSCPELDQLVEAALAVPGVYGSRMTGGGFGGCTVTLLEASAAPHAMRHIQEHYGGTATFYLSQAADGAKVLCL
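Kinase-Glo Plus luminescence measured ATP left after a 1 h room-temperature reaction. The reaction used 5 nM GALK, 100 uM galactose and 35 uM ATP at pH 8.0 (20 mM HEPES, 5 mM MgCl2, 60 mM NaCl, 1 mM DTT, 0.01% BSA).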
Mito fusion yeast = blocks mitochondrial division or promotes mitochondrial fusion; S. cerevisiae fusion-defective mutant growth rescue, CellTiterGlo 48 h; Potency, µM (series often up to 46.1 µM), without a hit: at the top dose growth rescue (activation), usual class: activators; 320,000 compounds, 0.23% hits;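 note: potency is the fitted concentration of half-maximal effect; % of control where 0% means no effect; nearly all actives have a fitted effect of over 45% in size; temperature-sensitive fusion mutants such as fzo1-1 at 37 °C on non-fermentable ethanol glycerol medium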
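Luminescent cell viability in 1536-well qHTS format served as the measure of rescued growth in ts fusion-mutant S. cerevisiae cultured on non-fermentable YPEG for 48 hours at 37C.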
* marks the source's active call; other numbers are inactive results; u = inconclusive; x = not tested or not shown; [ ] = remark or other dose. Unless noted, calls come from the whole dose curve; as a rule, active = well fitted curve in the direction sought with a large enough effect; inconclusive = small, poorly fitted or top-dose-only effect, or another doubt; inactive = no such curve, though single readings can be large; an effect the other way counts as inactive or inconclusive. Some of the compounds tested; count on the stated rates, not on these rows.

SMILES	PKM2 activator	USP2a block	hERG WT inh	MBNL1-CUG inh	Menin MLL FP TR	TSHR antag	Eya2 phos inh	ASM inhibitor	Chronic BCR inh	GALK inh	Mito fusion yeast
O=C(NCc1cccc(Cl)c1)C1CCC(=O)N(CCN2CCOCC2)C1 (stereo unspecified)	-2.3%	-1.4%	-2.3	-4.1%	0.4%	13.4	-15.0%	-1.9%	6.3%	2.2%	-3.1%
COc1cccc(N2CCN(S(=O)(=O)c3ccc4nc(-c5ccccc5)[nH]c4c3)CC2)c1	-0.8%	1.0%	3.3	-5.6%	u	-11.6	0.4%	-11.6%	u	2.5%	-0.5%
CC(C)Oc1ccccc1C(=O)NC(CO)C(=O)O (stereo unspecified)	-7.8%	0.0%	-0.1	-10.2%	-14.7%	1.7	4.4%	3.1%	-4.1%	-2.5%	-1.2%
CCOC(=O)[C@H]1[C@H]2COc3ccccc3[C@@H]2N2C(=O)c3cc(OC)ccc3NC(=O)[C@@]12C	x	-1.5%	4.5	x	x	1.7	0.5%	-4.9%	u	x	10.6%
COc1ccccc1N1CCN(C(=O)c2ccc3c(c2)CCN3S(=O)(=O)c2ccccc2)CC1	x	1.8%	0.3	-4.5%	x	-20.2	-1.2%	-1.6%	u	8.4%	-1.6%
CCOC(=O)c1[nH]c2ccccc2c1NC(=O)c1ccc(S(=O)(=O)N2CCCCC2)cc1	-1.5%	-1.5%	32.2	15.1%	10.1%	-11.7	-3.8%	18.7%	-5.6%	x	-1.4%
Oc1cc2ccccc2cc1-c1n[nH]c(=S)n1Cc1ccco1	-9.4%	0.2%	-28.0	22.8%	u	-10.7	-18.6%	218.5%[activator]	8.3%	-0.9%	2.0%
C/C(Cc1ccccc1)=N\NC(=O)c1cc(C(C)(C)C)[nH]n1	-0.5%	-0.3%	18.4	9.9%	-17.0%	-2.6	2.9%	4.7%	2.8%	-0.4%	6.5%
S=C(NC1CCCCC1)N1CCc2[nH]c3ccccc3c2C1	-4.0%	-0.8%	-0.3	-7.0%	x	3.4	6.3%	3.8%	-2.6%	4.2%	2.0%
C=C1C(C(=O)Nc2ccccc2)C1C(=O)Nc1ccccc1 (stereo unspecified)	-2.0%	-2.4%	-8.7	x	x	-1.3	0.4%	-6.4%	u	-0.4%	-2.8%
CCOc1cc(/C=C2\SC(=NC)N(C)C2=O)c(Br)cc1OC(C)=O	0.0%	2.6%	-4.8	-2.4%	-4.4%	-45.1	5.6%	3.4%	u	0.8%	3.0%
COc1cccc(CNC(=O)CCN2C(=S)NC(C)(C)CC2C)c1 (stereo unspecified)	6.8%	1.3%	2.7	-4.9%	1.6%	-4.5	-7.2%	-1.5%	u	13.4%	2.5%
O=C(CN1C(=O)COc2ccccc21)c1ccc(Cl)cc1	2.2%	2.9%	-1.4	9.4%	0.5%	-4.8	-4.1%	-0.4%	1.3%	1.7%	-2.2%
O=C(NCc1ccc(Cl)cc1)C(=O)NCC1OCCN1S(=O)(=O)c1cccs1 (stereo unspecified)	2.9%	-0.4%	8.3	-10.3%	4.0%	-2.2	4.1%	0.5%	-4.3%	x	1.6%
Cc1noc(C)c1C(=O)OCC(=O)c1c[nH]c2ccccc12	-8.4%	3.2%	0.2	-1.9%	23.6%	-11.2	3.6%	1.7%	-0.2%	-1.4%	4.6%
CNC(=O)CSc1nnnn1-c1ccc2c(c1)OCCO2	-19.0%	-0.4%	10.1	7.3%	5.0%	14.6	-26.1%	1.1%	4.1%	0.4%	7.9%
O=C(CS(=O)(=O)c1c[nH]c2ccccc12)N1CCc2ccccc21	5.8%	1.8%	-5.4	1.0%	17.1%	-5.6	-1.8%	-1.8%	-18.5%	-0.8%	11.0%
CCCCC(=O)N1CC(=O)Nc2ccc(F)cc2C1c1ccc(F)cc1 (stereo unspecified)	x	-10.0%	-0.4	-3.8%	-11.9%	8.9	0.0%	1.6%	-4.2%	4.4%	-1.0%
Cc1cccc(C(=O)c2c[nH]cc2-c2ccccc2)c1	0.0%	1.5%	-8.4	-2.8%	6.1%	25.0	2.0%	-0.2%	u	1.1%	u
COc1ccc2c(c1)sc(=NC(=O)CS(=O)(=O)c1ccc(F)cc1)n2C	x	-0.1%	-3.6	x	x	-12.0	3.7%	10.7%	9.1%	x	-1.1%
COc1ccc(C)cc1NC(=O)C(=O)N1CCCC1	2.4%	-0.3%	-5.0	1.4%	x	1.5	-11.1%	1.5%	-12.2%	3.4%	1.3%
C/C(=N\NC(=O)Cn1cnc2ccccc21)c1cccs1	3.6%	0.0%	-4.6	17.0%	-7.5%	-1.3	5.8%	-0.1%	1.7%	0.2%	-3.2%
COc1ccc(CCN2CC(C(=O)NCc3ccc(F)cc3)CC2=O)cc1OC (stereo unspecified)	5.0%	1.7%	-2.3	8.3%	x	4.2	-2.2%	-1.0%	2.5%	-2.3%	-1.8%
COc1cc(CNCCc2ccccc2)ccc1OCC(N)=O	-2.0%	0.4%	32.1	-6.0%	4.6%	7.4	0.6%	5.3%	-2.4%	x	-4.6%
COc1cc(OC)c(N(C)S(=O)(=O)c2cccc(C(=O)OCc3c(C)noc3C)c2)cc1Cl	2.4%	-12.6%	7.5	-0.3%	-8.3%	0.8	17.3%	-0.5%	-6.0%	12.8%	6.5%
O=C(CN1C2CCCC1CC(NC(=O)c1ccccc1)C2)Nc1ccccc1 (stereo unspecified)	-2.5%	-0.4%	20.6	-4.3%	u	-1.2	-0.8%	3.9%	-0.1%	-1.8%	-11.7%
CC(=O)Nc1ccc(NC(=O)CC(c2ccccc2)c2ccccc2)cc1	-0.6%	-1.8%	0.7	3.6%	-2.7%	2.6	-0.9%	-0.1%	-0.9%	6.5%	3.7%
COc1cc(OC)cc(C(=O)N2CCC(N3CCN(c4ccccc4)CC3)CC2)c1	0.8%	-0.9%	25.9	-5.0%	-1.1%	5.6	-24.2%	3.1%	1.3%	-0.5%	-5.8%
Cc1ccc(S(=O)(=O)NC(=O)NC(C)c2ccc(F)cc2)cc1 (stereo unspecified)	-2.6%	0.7%	-6.4	-1.5%	-2.9%	8.8	-7.7%	2.8%	1.7%	14.5%	8.7%
CN1CCCC(OC(=O)CCCCC(=O)OC2CCCN(C)C2)C1 (stereo unspecified)	0.9%	-0.4%	6.2	-0.9%	-3.7%	-14.9	2.1%	2.8%	-14.8%	-2.6%	0.6%
CN(C)C(CN1C(=O)C2CC=CCC2C1=O)c1cn(C)c2ccccc12 (stereo unspecified)	1.0%	0.2%	-8.4	-4.0%	-1.0%	-6.2	3.4%	11.1%	-2.2%	5.1%	-4.4%
CCOc1cc([N+](=O)[O-])c2nc(N)sc2c1	0.3%	0.0%	1.0	u	x	1.1	-0.4%	-4.5%	-19.7%	0.4%	-7.1%
O=C(C1CCN(S(=O)(=O)N2CCOCC2)CC1)N1CCOCC1	-4.6%	0.5%	7.5	-5.7%	-0.1%	-5.8	-1.6%	2.1%	0.1%	0.5%	-0.6%
COc1cccc2cc(C(=O)N3CCCc4ccccc43)oc12	1.6%	0.7%	-16.5	1.5%	x	3.0	2.1%	-9.7%	-6.3%	-1.1%	-1.6%
CC(C)(C)c1ccc(C(=O)n2cnc3ccccc32)cc1	-4.5%	-1.5%	1.5	-8.1%	-13.3%	-5.2	10.4%	6.5%	5.5%	1.2%	1.3%
O=C(O)CCCC(=O)Nc1nc2n(n1)C(c1ccc(F)cc1)CC(c1ccc(Cl)cc1)N2 (stereo unspecified)	-6.4%	0.2%	-10.2	2.1%	25.8%	6.1	-1.6%	4.6%	-3.5%	-4.7%	-1.7%
CS(=O)(=O)Nc1cccc(C2=NN(C(=O)CCCC(=O)O)C(c3cccs3)C2)c1 (stereo unspecified)	x	-4.1%	-13.8	u	-4.2%	-4.7	-4.7%	4.1%	-1.2%	3.1%	2.4%
